Screening results (PubChem BioAssay)
HBB splice mod: alters splicing of the hemoglobin beta chain | HBB splicing reporter cell assay, activation; EGFP reporter with mutant IVS2-654 intron; response scale: normalised to 500 nM splice-correcting PNA | Potency, µM (highest dose often 46.1 µM), inactives show at the top dose activation, usual class: activators | 65,000 tested, 0.06% active | AID 925; further: potency means the concentration at half of the fitted maximal effect; 0% is about no effect
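Compounds were applied for 2 days to HeLa EGFP-654 cells, 500/well in Optimem with 2% FCS. The reporter's EGFP is disrupted by mis-splicing of beta-globin intron IVS2-654. Readout: summed well GFP fluorescence from 488 nm laser scanning; reference was 500 nM antisense […] 654 PNA.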
GFP derepression: derepresses silenced GFP locus in mouse C127i cells; mouse C127i GFP locus derepression, cytometry, 30 h; Potency, µM (top dose mostly 46.1 µM), for inactives: at the highest dose GFP derepression (activation); 68,000 tested, 0.09% active; further: % of control where 0% means no effect
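Read-out is the number of GFP-positive cells, scored as fluorescent objects 20 to 120 um wide, reflecting derepression of a silenced CMV-GFP reporter in murine C127i cells after 30 h compound exposure at 37 C.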
Texas Red fluor: compound fluoresces in the Texas Red spectral region; Compound fluorescence, Texas Red channel, 547/618 nm; stronger effect = higher value; max dye-equivalent concentration, M; 59,000 tested, 0.06% active; AID 587; in the data active means max dye-equivalent concentration above about 10 nM; inconclusive means between about 1.1 nM and that limit
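Compound fluorescence was read after 15 min at room temperature in 100 mM Tris, pH 8.0, using 547 nm excitation and 618 nm emission across a concentration series. It was expressed as Texas Red dye-equivalent concentration from an on-plate standard curve.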
4-MU autofl: 4-MU region autofluorescence | compound autofluorescence, 340/450 nm, 4-MU equivalents; stronger effect = higher value | max dye-equivalent concentration, M | 59,000 tested, 11% active | AID 589; in the data active means max dye-equivalent concentration above about 10 nM; inconclusive means mostly about 1.1 nM to 9.6 nM
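Compounds in 100 mM Tris, pH 8.0, sat 15 min at room temperature before fluorescence was read at 340 nm excitation/450 nm emission; a per-plate six-point 4-MU standard curve converted signals to dye-equivalent concentration at each compound concentration.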
HADH2 inh: inhibitors of human HADH2 dehydrogenase; 73,000 tested, 3.4% active; Q99714; Potency, µM (doses to about 57.1 µM), inactives show at the top dose activity change, negative = inhibition, actives largely listed as inhibitors; recombinant HADH2, NADH fluorescence, beta-hydroxybutyryl-CoA; further: potency means the concentration at half of the fitted maximal effect; on the % scale 0 is the no-effect control and ±100 the full control effect; nearly all actives have a fitted effect of over 60% in size; many of its hits are not listed in these tables
Target sequence (Q99714 whole entry, looked up, one chain of several): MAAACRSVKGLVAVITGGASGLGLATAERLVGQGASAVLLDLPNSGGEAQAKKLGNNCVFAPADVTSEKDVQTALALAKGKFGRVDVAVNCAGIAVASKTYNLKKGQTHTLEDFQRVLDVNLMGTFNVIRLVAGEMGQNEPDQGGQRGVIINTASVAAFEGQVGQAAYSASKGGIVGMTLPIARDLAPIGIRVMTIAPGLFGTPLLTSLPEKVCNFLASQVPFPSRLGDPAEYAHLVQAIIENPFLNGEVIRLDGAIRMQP
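Read-out: 360 nm excitation, 450 nm emission, kinetic over 4 min. Conditions: His-tagged human HADH2 20 nM, pH 9.0 Tris with Tween-20, 1 mM NAD+, 90 uM beta-hydroxybutyryl-CoA.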
Rhodamine fluor: rhodamine region autofluorescence; Rhodamine-region fluorescence, 547/598 nm, Tris buffer; stronger effect = higher value; max dye-equivalent concentration, M; 59,000 tested, 0.05% active; in the data active means max dye-equivalent concentration above about 11 nM; inconclusive means between about 1.1 nM and that limit
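qHTS spectral profiling of compounds without any target or enzyme present, in pH 8.0 Tris buffer; plates were read after a 15-minute room-temperature incubation using the rhodamine-region filter set.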
ALOX15 inhib: blocks human 15-lipoxygenase activity; P16050; Potency, µM (highest dose often 57.1 µM), for the others: at the top dose activity change, negative = inhibition, usual class: inhibitors; purified 15hLO-1, xylenol orange hydroperoxide absorbance; AID 887; 74,000 tested, 1.4% active; further: potency means the concentration at half of the fitted maximal effect; on the % scale 0 is the no-effect control and ±100 the full control effect; nearly all actives have a fitted effect of over 55% in size
Target sequence (P16050 whole entry, looked up): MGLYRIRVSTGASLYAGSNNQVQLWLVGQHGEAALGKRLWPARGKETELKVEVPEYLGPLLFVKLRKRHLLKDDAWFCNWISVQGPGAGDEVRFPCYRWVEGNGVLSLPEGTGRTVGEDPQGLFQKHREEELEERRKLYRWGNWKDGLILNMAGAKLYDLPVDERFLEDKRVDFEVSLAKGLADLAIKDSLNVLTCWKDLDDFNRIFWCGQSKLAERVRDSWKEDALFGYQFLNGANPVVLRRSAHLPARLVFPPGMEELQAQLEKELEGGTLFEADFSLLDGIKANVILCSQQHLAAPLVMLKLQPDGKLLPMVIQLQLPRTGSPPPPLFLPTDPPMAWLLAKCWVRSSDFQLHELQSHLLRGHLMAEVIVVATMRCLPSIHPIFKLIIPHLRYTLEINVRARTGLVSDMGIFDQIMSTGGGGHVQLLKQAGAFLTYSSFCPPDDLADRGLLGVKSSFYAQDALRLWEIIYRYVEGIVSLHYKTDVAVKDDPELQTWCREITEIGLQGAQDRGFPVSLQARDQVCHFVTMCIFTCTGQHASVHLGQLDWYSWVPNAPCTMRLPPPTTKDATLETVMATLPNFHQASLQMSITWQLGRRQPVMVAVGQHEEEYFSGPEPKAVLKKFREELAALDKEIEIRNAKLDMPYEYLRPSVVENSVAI
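Hydroperoxide formed from arachidonic acid (50 uM) by purified human 15hLO-1 (40 nM) oxidizes ferrous iron, and the ferric-xylenol orange complex is read at 573 versus 405 nm. Compounds were preincubated 15 min; reaction ran 6 min at room temperature.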
Hsp90 Hop PPI: changes Hsp90-Hop TPR2A binding signal, up or down | AID 595 | AlphaScreen TPR2A-His6 binding biotin-Hsp90 C-terminal peptide | 71,000 tested, 0.44% active | Potency, µM (titrated, usually from 57 µM), for the others: top-dose activity change, negative = inhibition; active means well fitted curve in either direction with a large enough effect; inconclusive means small, poorly fitted or top-dose-only effect, or another doubt; further: potency means the concentration at half of the fitted maximal effect; on the % scale 0 is the no-effect control and ±100 the full control effect; many of its hits are not listed in these tables
DNA Pol III inh: blocks replication by bacterial DNA polymerase III holoenzyme; reconstituted DNA polymerase III holoenzyme replication, biochemical; Potency, µM (series often up to 57.1 µM), inactives show at the top dose activity change, negative = inhibition; 71,000 tested, 0.25% active; AID 603; further: potency means the concentration at half of the fitted maximal effect; on the % scale 0 is the no-effect control and ±100 the full control effect
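Reconstituted *E. coli* holoenzyme (0.35 nM Pol III, 1 nM beta, 154 nM SSB, 2 nM primase) was preincubated with compound for 15 min at RT. Synthesis on 1.4 nM ssM13Gori ran 35 min, then was stopped with PicoGreen/EDTA and read as dsDNA fluorescence.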
Fluorescein fluor: compound fluoresces in the fluorescein spectral region; max fluorescein-equivalent concentration, M; 59,000 tested, 0.91% active; Compound autofluorescence, 480/540 nm, fluorescein-equivalent; stronger effect = higher value; in the data active means max fluorescein-equivalent concentration above about 10 nM; inconclusive means between about 1.1 nM and that limit
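Tris 100 mM pH 8.0; 15 min RT; CCD read, ex 480/em 540 nm. Output: fluorescein-equivalent concentration per compound concentration, from six-point dye series on each plate.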
UbGFP stabilizer: inhibits proteasome, raising ubiquitin-GFP reporter fluorescence. AID 526. 67,000 tested, under 10 active. Ubiquitin-GFP reporter cells, proteasome inhibition, GFP fluorescence; response scale: untreated = 0%, 10 µM MG-132 = 100%. Potency, µM (series often up to 45.9 µM), for inactives: top-dose activation (GFP accumulation), usual class: activators; active means well fitted activation curve with a large enough effect, not every such curve was filed as active; inconclusive means small, poorly fitted or top-dose-only effect, or another doubt; inactive means no such curve, though single readings can be large or run the other way; further: potency means the concentration at half of the fitted maximal effect
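U2OS cells stably expressing ubiquitin(G76V)-GFP, seeded overnight in 0.5% FBS medium, were exposed to compounds (qHTS, 46 uM to 2.9 nM) for 4 hr at 37 °C. GFP-positive cells were counted by laser cytometry (488 ex/515 em), normalized between basal and 10 uM MG-132.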
The depositor's hits bear a star; i = inactive; ? = inconclusive; / = not tested or not shown; & = joins results of further samples; [ ] = dose if it differs, or a comment. Unless noted, the call rests on the fitted dose curve; in most records, active means well fitted curve in the direction sought with a large enough effect; inconclusive means small, poorly fitted or top-dose-only effect, or another doubt; inactive means no such curve, though single readings can be large; an effect the other way counts as inactive or inconclusive.

Every second line gives: HBB splice mod | GFP derepression | Texas Red fluor | 4-MU autofl | HADH2 inh | Rhodamine fluor | ALOX15 inhib | Hsp90 Hop PPI | DNA Pol III inh | Fluorescein fluor | UbGFP stabilizer
Cc1nn(-c2ccccc2C(=O)O)c(=O)c2ccccc12
 : -0.1% | 6% | i | i | 11% | i | -2% | -5% | -9% | ? | -5%
O=C(O)c1ccc(C2CCCCC2)cn1
 : / | -3%[20.6 µM] | i | i | / | i | / | / | / | i | /
Cc1ccc(NC(=O)CN2CCC3(O)CCCCC3C2c2ccc3c(c2)OCO3)c(C)c1 (stereo unspecified)
 : 2.6%[0.369 µM] | 4% | i | i | 3% | i | -7% | -7% | -3% | i | -1%
COC(=O)CSc1nc(-c2ccccc2)cc(-c2ccco2)c1C#N
 : -0.6%[57.5 µM] | 0% | i | 5.2e-08M* | -8% | i | ? | ? | -3% | ? | 0%
Cc1cc(C(=O)OCC(=O)c2ccc(Br)s2)no1
 : -1.8% | 1% | i | i | ? | i | 3% | -4% | -11% | i | 0%
CN1CCN(c2ncnc3ccc(-c4ccc(C(=O)N(C)C)cc4)cc23)CC1
 : 0.1% | 4%[9.22 µM] | i | i | 8% | i | 5% | -2% | -8% | i | -2%
O=C(c1ccc(Br)o1)N1CCN(c2ccc(F)cc2)CC1
 : 0.3% | -3% | i | i | 6% | i | -2% | -6% | -1% | ? | 3%
CCc1cc2c(C)cc(=O)oc2cc1OC(=O)C1CCCN1C(=O)OC(C)(C)C (stereo unspecified)
 : -0.2%[57.5 µM] | 3% | i | 3.7e-07M* | 162%[activator] | i | 1% | 0% | -2% | i | -1%
O=C(c1ccccc1)c1nnc(-c2ccccc2F)o1
 : -0.7% | 3% | i | i | -4% | i | -10% | 1% | 1% | i | -3%
CCCS(=O)(=O)N1CCC(C(=O)NCCN(C)Cc2ccccc2)CC1
 : -2.6% | -1% | i | i | -1% | i | 8% | 3% | 2% | i | -3%
CCc1nnc2c3cnn(-c4ccccc4)c3ncn12
 : -0.5% | 0% | i | i | 3% | i | 3% | -2% | 2% | i | -1%
OCCNc1ncnc2nc[nH]c12
 : -0.1%[9.22 µM] | 0%[9.22 µM] | i | i | 0%[11.4 µM] | i | 5%[11.4 µM] | -2%[11 µM] | 7%[11.4 µM] | i | -5%[9.17 µM]
O=C(c1ccc(NC(=O)C2(c3ccccc3)CCOCC2)cc1)N1CCOCC1
 : -0.8% | 4% | i | i | 4% | i | -1% | -1% | -1% | i | 4%
Cc1cc2n(n1)C(c1ccc3c(c1)OCO3)Nc1c(C)cccc1-2 (stereo unspecified)
 : 3.5% | -2% | i | 1.2e-08M* | -16% | i | -12% | 9% | -3% | ? | 0%
Cc1ccc(-c2nc(CSCC(=O)NCCN3CCN(Cc4ccccc4)CC3)c(C)o2)cc1
 : -0.4% | -1% | i | i | 12% | i | 5% | -7% | -5% | ? | 21%
COc1ccc(-n2c(Cn3c(=O)sc4ccccc43)nnc2SCC(=O)N2CCOCC2)cc1
 : 0.5% | -3% | / | / | -2% | / | 5% | -6% | -5% | / | 22%
CC(NC(=O)COc1ccc(Br)cc1)C(=O)O (stereo unspecified)
 : 0.0%[9.22 µM] | -4% | / | / | 0% | / | -7% | -1% | -1% | / | 8%
O=C1CCCCCC1C1(O)C(=O)Nc2ccccc21 (stereo unspecified)
 : 0.5% | -2% | / | / | 4% | / | 3% | 1% | -7% | / | -5%
CC(=O)c1ccc(NC(=O)Nc2ncn(Cc3cccc(C)c3)n2)cc1
 : -0.4% | 4% | i | i | 17% | i | -2% | 0% | 3% | i | 11%
CCOc1ccc(-c2nnc(-c3cccnc3)o2)cc1OCC
 : -0.8% | 1% | i | ? | -3% | i | 5% | -2% | 3% | ? | 2%
CC1CCCCN1CCNC(=O)C1CC(=O)N(c2ccc(F)c(Cl)c2)C1 (stereo unspecified)
 : 1.5% | 0% | i | i | 1% | i | 0% | 2% | -7% | i | 1%
CC1CCC(NC(=O)c2ccc(N3CCCC3=O)cc2)CC1 (stereo unspecified)
 : 2.8% | 3% | ? | i | 7% | i | 2% | -2% | -2% | i | -10%
COC(=O)c1c(NC(=O)CCCC(=O)O)sc(C)c1C
 : 1.4%[9.22 µM] | 0% | / | / | -15% | / | -3% | -2% | -5% | / | -5%
CCCCc1c(C)c2ccc(OC)c(/C(C)=N\O)c2oc1=O
 : -1.2% | 0% | i | 2e-08M* | -7% | i | 8% | -5% | -2% | i | 7%
O=C(NCc1ccccc1)c1ccc(-c2ccccc2F)o1
 : 3.0% | 2% | i | i | 0% | i | -17% | 0% | 2% | ? | -4%
Cn1cnnc1SCC(=O)c1ccc2c(c1)CCCC2
 : 0.7% | ? | / | / | -7% | / | -3% | -1% | -1% | / | -6%
Cc1csc(SCC(=O)N2CCCC2)n1
 : 1.6% | 3% | i | i | -1% | i | 1% | -7% | -3% | i | -3%
CCn1c(=O)cc(OCC(=O)Nc2nc(C)cs2)c2ccccc21
 : 1.2% | 17% | / | / | 0% | / | 0% | 0% | -1% | / | -9%
c1ccc(-c2ccccn2)nc1
 : 2.2% | 2% | i | i | -3%&-13% | i | 9%&23% | 13µM* | -8% | i | -5%
Cc1cccc(Cc2c(C)nc3nc(SCC(=O)NCc4ccco4)nn3c2C)c1
 : -0.4% | 2% | i | i | -3% | i | -10% | -20% | 1% | ? | 3%

Looked up above.
Cc1cc(C(=O)OCC(=O)c2ccc(Br)s2)no1 in HBB splice mod → -1.8%
CCn1c(=O)cc(OCC(=O)Nc2nc(C)cs2)c2ccccc21 in HBB splice mod → 1.2%

Later entries
Every second line gives: HBB splice mod | GFP derepression | Texas Red fluor | 4-MU autofl | HADH2 inh | Rhodamine fluor | ALOX15 inhib | Hsp90 Hop PPI | DNA Pol III inh | Fluorescein fluor | UbGFP stabilizer
COCCNC(=O)Cn1cnc2ccc(S(=O)(=O)N3CCC(C)CC3)cc2c1=O
 : 0.2% | 0% | i | i | 5% | i | 7% | 3% | -4% | i | -2%
Clc1ccc(OCCn2ccnc2)c2ccccc12
 : 0.0% | -3% | i | i | 7% | i | 10% | -10% | -2% | i | -11%
CCN(CC)c1ccc(/C=N/n2c(=S)[nH]nc(C)c2=O)cc1
 : -0.3%[9.22 µM] | 2% | / | / | -28% | / | 3% | -13% | 2% | / | -1%
COc1ccc(OC)c(-c2csc(N(Cc3ccco3)C(=O)c3cccs3)n2)c1
 : / | -2% | i | 1.3e-08M* | -3% | i | -9% | 5% | 10% | i | -2%
CC1(C)CC(=O)c2cc(OCC(=O)O)ccc2O1
 : 0.0%[57.5 µM] | 3% | i | 1.2e-06M* | ? | i | 2% | -1% | -3% | i | -4%
CSc1cccc(NC(=O)C2CCN(S(=O)(=O)c3ccc(F)cc3)CC2)c1
 : 2.0% | 0% | / | / | -2% | / | -7% | 5% | 0% | / | 2%
CCn1c(COc2ccccc2)nnc1SCC(=O)CC(=O)Nc1ccccc1OC
 : -0.3%[57.5 µM] | 0% | i | i | -2% | i | 5% | -3% | -4% | i | 3%
CCOc1ccc(-c2nc(N)ncc2-c2ccccc2)c(O)c1
 : -0.8% | 3% | i | i | -4% | i | 0% | -3% | -2% | i | -6%
O=C(CC1OC(=O)c2ccccc21)c1ccco1 (stereo unspecified)
 : 0.4%[0.369 µM] | 0% | ? | i | ? | i | 8% | -3% | 2% | ? | -3%
Cc1cc(NC(=O)C23CCC(C)(c4nc5cc(Cl)c(Cl)cc5nc42)C3(C)C)no1 (stereo unspecified)
 : 0.1% | 3% | i | i | -3% | i | 4% | -2% | 2% | i | 1%
Clc1cccc(-c2nc(-c3ccccn3)no2)c1
 : 0.3% | 0% | i | i | 4% | i | 0% | 3% | -2% | ? | -7%
Cn1c(SCCN2CCCCC2)nnc1-c1ccccc1Br
 : / | -4% | ? | i | 3% | i | 3% | -2% | -3% | i | 6%
O=C(CSc1nnc(COc2ccc(F)cc2)o1)N1c2ccccc2CCc2ccccc21
 : / | -3% | i | i | 6% | i | -8% | 3% | -2% | ? | 12%
Cc1ccc(Cn2c(=O)cc(C(=O)O)c3ccccc32)cc1
 : -1.8%[57.5 µM] | 4% | i | ? | -1% | i | -5% | -5% | -3% | i | 0%
COc1cccc(C2CC(c3cccc(Br)c3)n3nc(N)nc3N2)c1 (stereo unspecified)
 : 0.6% | 0% | / | / | 3% | / | 16% | -7% | -3% | / | -4%
COCCn1cc(C(=O)N2CCC(C)CC2)c2c3ccccc3n(C)c2c1=O
 : -2.5% | 1% | i | 6.6e-07M* | 25µM* | i | 1% | 0% | -2% | i | 6%

This is a subset. The share of hits here may be higher or lower than overall.
